HIF-2a inh: inhibitors of HIF-2a; 786-0 RCC cells HIF-2a reporter, luciferase luminescence, overnight; inhibition, % at 18.8 µM; hit rate 0.72% among 360,000; AID 624352;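 active = inhibition of the luminescence signal of 40% or more relative to plate controls, in a single-dose primary screen at 18.75 µM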
KKLEB cytotox: CF airway cell cytotoxicity counter-screen. AID 602141. hit rate 0.36% among 360,000. activity change (cytotoxicity), % at 5 µM. KKLEB CF airway cells viability, ATPlite luminescence, overnight; hits give low values; cells stimulated with P. aeruginosa culture filtrate;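 active = corrected activity change at or below -50% at 5 µM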
NR2E3 ag-1: human photoreceptor-specific nuclear receptor agonism; Q9Y5X4; CHO-S Gal4-NCOR/VP16-NR2E3 two-hybrid, luciferase; inhibition of corepressor binding, % at 3.98 µM; hit rate 0.35% among 360,000; AID 602229;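 active = inhibition above the mean of all tested compounds plus 3 SD, cut at about 70% in these data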;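 note: 0% = DMSO with NR2E3 transfected cells and 100% = cells lacking NR2E3 construct; higher means lower luciferase signal from less NR2E3 corepressor binding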
Target sequence (Q9Y5X4 whole entry, looked up, the tested form may be a part): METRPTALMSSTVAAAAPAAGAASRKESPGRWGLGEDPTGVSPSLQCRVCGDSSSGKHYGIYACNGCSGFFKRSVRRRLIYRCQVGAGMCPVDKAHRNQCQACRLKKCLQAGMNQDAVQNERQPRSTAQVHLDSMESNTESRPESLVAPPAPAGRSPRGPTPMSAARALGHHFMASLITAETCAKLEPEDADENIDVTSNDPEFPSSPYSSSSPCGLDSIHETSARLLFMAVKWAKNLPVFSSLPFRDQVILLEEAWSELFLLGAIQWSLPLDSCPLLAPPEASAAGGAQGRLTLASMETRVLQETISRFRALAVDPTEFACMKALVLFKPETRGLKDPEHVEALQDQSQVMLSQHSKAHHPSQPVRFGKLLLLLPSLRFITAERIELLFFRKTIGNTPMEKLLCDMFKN
TROY NFkB inh: TROY signaling inhibition. Q293 LMP1-TROYcd NF-kB luciferase reporter, 4 h. inhibition, % at 10 µM. hit rate 0.98% among 360,000;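 active = compounds whose plate-normalised and pattern-corrected inhibition of the luciferase reporter signal at the single screening dose is 50% or more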
NR2E3 ag-2: NR2E3 (human) agonism; Q9Y5X4; GST-NR2E3/biotin-RetCOR TR-FRET, 1536-well; inhibition of corepressor binding, % at 4.78 µM; hit rate 0.12% among 320,000; AID 2300;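 active = percent inhibition above the cutoff of mean plus 3 SD of all tested compounds, set per screening campaign, cut at about 20% in these data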;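 note: 0% = DMSO wells and 100% = biotin wells as full block of FRET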
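Format: 1536-well format; test system: GST-NR2E3 and biotin-RetCOR proteins; read-out basis: percent inhibition of TR-FRET ratio; timing: 5 h incubation at 4 °C; detection: time-resolved FRET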
CF NFkB inh: cystic fibrosis NF-kB activation inhibition; inhibition, % at 5 µM; KKLEB NF-kB-GFP reporter, PAF-induced, GFP fluorescence overnight; hit rate 0.86% among 360,000;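 active = at least 50% inhibition at 5 µM, scaled per plate between neutral and stimulator controls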;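 note: PAF is a Pseudomonas aeruginosa culture filtrate used as stimulus; plate controls were PAF-stimulated DMSO wells for no effect and unstimulated DMSO wells for full effect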
TWEAK-Fn14 inh: blocks TWEAK-Fn14 interaction in a reporter cell assay; TWEAK-stimulated Fn14 reporter cells, luciferase luminescence, 8 h; inhibition, % at 10 µM; hit rate 2% among 360,000; AID 1159606; in the data active = inhibition above about 50%
Peg3 prom inh: inhibitors of Peg3 promoter; inhibition, % at 20 µM; hit rate 1.7% among 360,000; HeLa PEG-Prom luciferase reporter, luminescence, overnight;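 active = inhibition of at least 50% at 20 µM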
Shn3 3UTR inh: Schnurri-3 reporter inhibition in Clone20 osteoblasts; Clone20 osteoblast Shn3 3'UTR firefly luciferase, 24 h; inhibition, % at 12.5 µM; hit rate 0.52% among 360,000; AID 588674;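 active = mean inhibition of at least 75% with every replicate also reaching 75%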;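 note: 0% = median of neutral control wells and 100% = pilot-screen positive control compound; some compounds past the cut are filed as inactive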
TRAIL sens C8: sensitizes caspase-8 expressing cells to TRAIL; NB7+C8 cells + TRAIL, ATPlite viability luminescence; AID 624354; inhibition (viability loss, TRAIL sensitization), % at 10 µM; hit rate 1% among 360,000;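 active = compounds causing at least 50% loss of cell viability in the single-dose screen, relative to plate controls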
MITF TRPM1 inh: inhibitors of MITF-driven TRPM1 promoter in melanoma cells; SK-MEL-5 TRPM1 promoter luciferase, 24 h; inhibition, % at 12.5 µM; hit rate 0.83% among 330,000;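 active = mean inhibition across replicates of 60% or more, whatever share of single replicates reaches that level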; note: values of inactives mirror those of a sister screen read the other way
* = called active by the depositor; · = no result given. An excerpt; rates above refer to the full screens.

1. O=C(NC1CCCCCC1)c1cc(S(=O)(=O)N2CCOCC2)ccc1F
2. Cc1ccc(C(=O)/C=C/Nc2cccc([N+](=O)[O-])c2)o1
3. Cc1nn(-c2ccc(F)cc2F)c2c1-c1nc(N3CCCC3)ncc1CC2
4. CCCOc1cccc(C2C(C(=O)c3ccco3)=C(O)C(=O)N2CCCn2ccnc2)c1 (stereo not drawn)
5. Cc1ccc(S(=O)(=O)Cn2nnnc2C(CC(C)C)N2CCN(C3CCCC3)CC2)cc1 (stereo not drawn)
6. Cc1onc(CO)c1C(=O)Nc1nccs1
Compound,1,2,3,4,5,6
HIF-2a inh,-17,-257,-41,-6,11,8
KKLEB cytotox,-4,-7,-1,25,15,-13
NR2E3 ag-1,0,-70,-4,-1,-4,10
TROY NFkB inh,-8,-8,-1,-2,0,-4
NR2E3 ag-2,-7,3,5,5,-3,-1
CF NFkB inh,32,4,10,-22,-9,11
TWEAK-Fn14 inh,-11,-15,-14,-21,25,5
Peg3 prom inh,-15,-207,3,4,7,13
Shn3 3UTR inh,7,-82,-3,-7,17,4
TRAIL sens C8,-16,21,-10,-45,10,-10
MITF TRPM1 inh,1,-78,-22,-5,-11,-15

7. O=C(NCC1CC1)c1cccs1
8. COc1cc(C(=O)N2CCN(C)C(C)C2)ccc1OC1CCN(C(C)=O)CC1 (stereo not drawn)
9. O=C(NCc1cccc(F)c1)C1CCC(=O)N(CCc2cccc(F)c2)C1 (stereo not drawn)
10. Cc1ccc(N2CC(O)Cn3c2nc2c3c(=O)n(C)c(=O)n2C)cc1 (stereo not drawn)
11. CC(=O)c1ccc(N2CCN(C(=O)Nc3ccc(F)cc3)CC2)cc1
12. Cc1noc(C)c1NC(=O)N(C)C[C@H]1Oc2ccc(NS(=O)(=O)c3cn(C)cn3)cc2C(=O)N([C@H](C)CO)C[C@@H]1C
Compound,7,8,9,10,11,12
HIF-2a inh,0,-51,-34,-10,-23,7
KKLEB cytotox,-3,10,3,-6,11,10
NR2E3 ag-1,7,-44,-9,13,-13,-21
TROY NFkB inh,-5,-25,-3,-8,-16,0
NR2E3 ag-2,·,3,-2,-2,-1,·
CF NFkB inh,7,-9,-4,-22,-23,-10
TWEAK-Fn14 inh,-8,-1,-21,-10,-14,7
Peg3 prom inh,2,-26,-34,-3,-7,7
Shn3 3UTR inh,-12,-28,-26,-12,34,-5
TRAIL sens C8,-7,-32,-12,2,11,6
MITF TRPM1 inh,·,-13,-5,-3,0,-6

Seven structures already listed, arranged by heavy-atom count, highest first:
12. Cc1noc(C)c1NC(=O)N(C)C[C@H]1Oc2ccc(NS(=O)(=O)c3cn(C)cn3)cc2C(=O)N([C@H](C)CO)C[C@@H]1C
5. Cc1ccc(S(=O)(=O)Cn2nnnc2C(CC(C)C)N2CCN(C3CCCC3)CC2)cc1 (stereo not drawn)
8. COc1cc(C(=O)N2CCN(C)C(C)C2)ccc1OC1CCN(C(C)=O)CC1 (stereo not drawn)
9. O=C(NCc1cccc(F)c1)C1CCC(=O)N(CCc2cccc(F)c2)C1 (stereo not drawn)
1. O=C(NC1CCCCCC1)c1cc(S(=O)(=O)N2CCOCC2)ccc1F
11. CC(=O)c1ccc(N2CCN(C(=O)Nc3ccc(F)cc3)CC2)cc1
2. Cc1ccc(C(=O)/C=C/Nc2cccc([N+](=O)[O-])c2)o1
Compound,12,5,8,9,1,11,2
HIF-2a inh,7,11,-51,-34,-17,-23,-257
KKLEB cytotox,10,15,10,3,-4,11,-7
NR2E3 ag-1,-21,-4,-44,-9,0,-13,-70
TROY NFkB inh,0,0,-25,-3,-8,-16,-8
NR2E3 ag-2,·,-3,3,-2,-7,-1,3
CF NFkB inh,-10,-9,-9,-4,32,-23,4
TWEAK-Fn14 inh,7,25,-1,-21,-11,-14,-15
Peg3 prom inh,7,7,-26,-34,-15,-7,-207
Shn3 3UTR inh,-5,17,-28,-26,7,34,-82
TRAIL sens C8,6,10,-32,-12,-16,11,21
MITF TRPM1 inh,-6,-11,-13,-5,1,0,-78

Following part
13. COc1ccc2[nH]cc(C(=O)C(=O)N3CCCCC3)c2c1
14. CCOC(=O)COn1c(=O)c(-c2ccco2)[n+]([O-])c2ccccc21
15. CCCN1C(=O)C(Cc2nc3ccccc3c(=O)n2-c2ccccc2)c2ccccc21 (stereo not drawn)
16. N#CNC(=Nc1cccc(F)c1)SCc1ccccc1
17. CC(CC(=O)NNC(=O)c1ccncc1)c1ccccc1 (stereo not drawn)
18. CCCCOc1ccc(N2CC(C(=O)NCCc3ccc(OC)c(OC)c3)CC2=O)cc1 (stereo not drawn)
Compound,13,14,15,16,17,18
HIF-2a inh,-2,-5,23,-6,15,5
KKLEB cytotox,13,4,1,18,10,-2
NR2E3 ag-1,-10,-15,2,-65,27,3
TROY NFkB inh,-20,-2,3,22,4,11
NR2E3 ag-2,-1,2,-1,0,4,2
CF NFkB inh,0,-1,-12,10,2,-1
TWEAK-Fn14 inh,8,10,0,-3,-8,4
Peg3 prom inh,21,-6,10,21,-20,11
Shn3 3UTR inh,2,-6,16,3,19,-2
TRAIL sens C8,-2,0,-6,8,15,1
MITF TRPM1 inh,-7,12,2,0,10,5

Down the list, quoted from above.
Compounds 2 to 12 in TWEAK-Fn14 inh: -15, -14, -21, 25, 5, -8, -1, -21, -10, -14, 7
Compounds 2 to 12 in HIF-2a inh: -257, -41, -6, 11, 8, 0, -51, -34, -10, -23, 7

New compounds follow
19. CCOC(=O)C(C(=O)OCC)C(C[N+](=O)[O-])c1ccccc1 (stereo not drawn)
20. COCCn1c(SCC(=O)N2CCCc3ccccc32)nc2cccnc21
21. COc1ccccc1/C=C/CN1CCC(Oc2ccc(C(=O)N3CCCCC3)cc2)CC1
22. O=C(O)Cc1ccc(C(=O)CSc2ccccc2)s1
23. CCc1nn(CC(=O)NCCN2CCOCC2)c(=O)c2cc3c(OC)cccc3n12
24. Cc1cc(=O)[nH]c(SCc2nnc(-c3ccccc3)o2)n1
Compound,19,20,21,22,23,24
HIF-2a inh,21,10,17,16,0,-52
KKLEB cytotox,5,-2,-4,-4,-11,-4
NR2E3 ag-1,-2,-18,10,-36,19,-8
TROY NFkB inh,2,17,-3,-14,3,-21
NR2E3 ag-2,2,3,-2,2,1,3
CF NFkB inh,8,-6,14,4,-7,-1
TWEAK-Fn14 inh,-9,0,3,-25,3,-34
Peg3 prom inh,19,11,20,-1,-8,-40
Shn3 3UTR inh,-9,-5,9,-9,15,9
TRAIL sens C8,0,2,17,1,10,-4
MITF TRPM1 inh,-1,1,1,-3,8,-1

25. COc1ccc(CCNC(=O)Cc2cc(OCc3ccccc3)c(OC)cc2[N+](=O)[O-])cc1OC
26. Cc1ccc(C)c(-n2ccnc2SCC(=O)c2c(N)n(C3CC3)c(=O)[nH]c2=O)c1
27. CC(=O)Nc1ccc(S(=O)(=O)Nc2cccc(-n3cnnn3)c2)cc1
28. COc1ccccc1/C=N/NC(=O)CC(=O)Nc1ccc(Cl)c(Cl)c1
29. COc1ccc(CNC(=O)CN(Cc2ccc(F)cc2)C(=O)CCC(=O)Nc2nccs2)cc1
30. CCOc1ccc(C(=O)NNC(=O)c2cc(S(=O)(=O)N3CCOCC3)ccc2Cl)cc1
Compound,25,26,27,28,29,30
HIF-2a inh,-16,10,9,15,10,-21
KKLEB cytotox,-2,2,-7,-1,12,2
NR2E3 ag-1,-12,8,-23,-15,0,-6
TROY NFkB inh,4,-13,-6,12,-24,-4
NR2E3 ag-2,0,2,3,-3,-1,4
CF NFkB inh,10,-6,10,9,21,-5
TWEAK-Fn14 inh,9,13,1,-4,34,-14
Peg3 prom inh,11,7,5,-5,27,-16
Shn3 3UTR inh,-1,11,11,9,10,-5
TRAIL sens C8,20,13,8,-3,-5,5
MITF TRPM1 inh,12,3,-9,9,-18,·

Random excerpt: 2 records from the list, in no set order.
19. CCOC(=O)C(C(=O)OCC)C(C[N+](=O)[O-])c1ccccc1 (stereo not drawn)
8. COc1cc(C(=O)N2CCN(C)C(C)C2)ccc1OC1CCN(C(C)=O)CC1 (stereo not drawn)
Compound,19,8
HIF-2a inh,21,-51
KKLEB cytotox,5,10
NR2E3 ag-1,-2,-44
TROY NFkB inh,2,-25
NR2E3 ag-2,2,3
CF NFkB inh,8,-9
TWEAK-Fn14 inh,-9,-1
Peg3 prom inh,19,-26
Shn3 3UTR inh,-9,-28
TRAIL sens C8,0,-32
MITF TRPM1 inh,-1,-13

Following part
31. CCCCNC(=O)O/N=C(\N)CS(=O)(=O)C(C)(C)C
32. O=C(OCC(=O)c1cccs1)c1cccc(C(=O)OCC(=O)c2cccs2)n1
33. CC(=O)Nc1ccc(S(=O)(=O)NCc2nc(-c3ccc(C)cc3)no2)cc1
34. COC(=O)CSC1=C(C#N)C(c2ccsc2)CC(=O)N1 (stereo not drawn)
35. CC(NC(=O)Cc1cccs1)c1ccc2c(c1)OCO2 (stereo not drawn)
36. O=C(CCN1C(=O)COc2ccccc21)NCCC1=CCCCC1
Compound,31,32,33,34,35,36
HIF-2a inh,10,-4,-3,2,-1,2
KKLEB cytotox,9,-10,6,4,7,2
NR2E3 ag-1,-54,4,-10,-23,2,-10
TROY NFkB inh,-21,16,-2,12,1,-4
NR2E3 ag-2,1,-1,0,1,0,2
CF NFkB inh,-2,22,-6,-11,0,3
TWEAK-Fn14 inh,5,-9,-4,0,18,1
Peg3 prom inh,9,-12,3,9,3,4
Shn3 3UTR inh,8,-17,9,-40,-1,14
TRAIL sens C8,18,-50,1,2,-4,-11
MITF TRPM1 inh,6,-4,-9,11,-2,6

37. O=c1oc2ccc(C#CC3(O)CCCCC3)cc2cc1-n1cc(C2(O)CCCCC2)nn1
38. O=C(COC(=O)c1ccccc1NC(=O)c1ccco1)NCc1ccc2c(c1)OCO2
39. CCn1c(C)nc2cc(C(=O)NNC(=S)Nc3ccc(Cl)cc3)ccc21
40. CN1OC[C@@H]2CN[C@H](c3ccc(-c4ccc(C#N)cc4)cc3)C[C@@H]21
Compound,37,38,39,40
HIF-2a inh,4,7,-92,-174
KKLEB cytotox,5,-3,4,0
NR2E3 ag-1,-31,-2,-8,-62
TROY NFkB inh,16,23,-12,39
NR2E3 ag-2,4,-3,1,·
CF NFkB inh,-13,-7,11,-38
TWEAK-Fn14 inh,-7,3,-13,8
Peg3 prom inh,14,-4,-93,-248
Shn3 3UTR inh,-9,-12,-7,-86
TRAIL sens C8,-3,-12,14,18
MITF TRPM1 inh,2,12,-19,·

Source: PubChem BioAssay
